# PKA kinase inh – inhibitors of human PKA kinase activity, primary screen, biochemical, ATP-depletion luminescence, Kemptide substrate; inhibition, % at 6 µM; actives 0.1% (n = 65,000); AID 524, 2006; PKA Kemptide phosphorylation, Kinase-Glo ATP luminescence;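 active = inhibition above the screen-wide mean inhibition plus 3 SD, cut at about 21% in these data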; note: many of its hits are not listed in these tables
# HEK293 NFkB inh – inhibitors of PMA/ionomycin-induced NF-kB reporter, primary screen, antigen receptor NF-kB inhibitor project, cell-based, HEK-293 luciferase reporter, luminescence; HEK-293 NF-kB luciferase reporter; inhibition, % at 3 µM; actives 0.21% (n = 62,000);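 active = inhibition above the mean of all tested compounds plus 3 SD, cut at about 40% in these data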;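 note: 0% = stimulated DMSO wells and 100% = 10 µM reference inhibitor 5653914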
#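 System: NF-kB luciferase reporter HEK-293 cells | Replication: Single test | Control set: DMSO vs reference inhibitor | Evaluation: % inhibition | Schedule: 1 h pretreatment, 16 h stimulation, 37 °C | Probe or stimulus: PMA with ionomycin | Compound dosing: One dose, 3 µM | Detection: Luciferase luminescence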
# NADH enzymes – inhibitors of PK/LDH coupling enzymes, profiling panel, artefact control, biochemical, MLSMR library. IC50, µM (top dose mostly 10 µM), for inactives: at the top dose inhibition. coupled PK/LDH NADH assays, four targets. AID 774, 2007. actives 0.02% (n = 65,000);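 active = single-dose screening hits from any of four coupled enzyme assays that gave an IC50 when retested across doses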;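 note: the DPM-DC format reads NADH fluorescence rather than 340 nm absorbance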
# Autofluor 339 – intrinsic fluorescence of library compounds, ex339/em460 – biochemical, MLSMR library, data from DPM-DC assay, artefact control, profiling panel; AID 709, 2007; compound autofluorescence, ex339/em460 nm, NADH buffer; active compounds read high; 1 = no-compound wells, NADH background; actives 5.5% (n = 65,000); fluorescence fold increase at 10 µM;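 active = at 10 µM, mean starting fluorescence two-fold or more over control wells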;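 note: signal is the first read of a kinetic run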
# Ecoli tolC – growth inhibitors of E. coli tolC mutant, primary screen, strain BW25113 ΔtolC::kan, 384-well; growth inhibition, % at 10 µM (by protocol); actives 2.2% (n = 65,000); OD615; AID 573, 2007;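 active = growth inhibition at or above a cutoff equal to the mean over every tested compound plus 3 SD, cut at about 60% in these data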;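 note: growth measured after 20 h incubation at 37 °C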
#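 Test system – E. coli BW25113 ΔtolC::kan, tolC deletion mutant strain · Detection – OD at 615 nm · Buffer or medium – LB with kanamycin 50 µg/mL · Times – 20 h compound exposure of bacteria at 37 °C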
# ROCK2 blocker – inhibitors of human ROCK2 kinase, primary screen, biochemical, high-throughput, luminescence; inhibition, % at 6 µM; purified ROCK2, Kinase-Glo ATP depletion luminescence; actives 0.35% (n = 60,000); Rho-associated protein kinase 2 (Homo sapiens), O75116;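 active = inhibition above the screen-wide mean inhibition plus 3 SD, cut at about 18% in these data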;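 note: plate controls were DMSO wells for no effect and Y-27632 control wells after no-enzyme background subtraction for full effect; many of its hits are not listed in these tables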
# MMP13 inh – human MMP13 inhibitors, primary screen, biochemical, FRET peptide cleavage; inhibition, % at 4 µM; Collagenase 3 (Homo sapiens), P45452; MMP-13 fTHP FRET cleavage, Mca fluorescence; actives 0.07% (n = 65,000); AID 570, 2006;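 active = inhibition above the mean of compound-free control plate wells plus 3 SD, cut at about 14% in these data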;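 note: 0% = DMSO wells and 100% = wells with reference MMP-13 inhibitor after basal subtraction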
# Abs 340nm – compound light absorbance at 340 nm, profiling panel, artefact control, biochemical, MLSMR library, data from PS, PMK, MK assays. fold change at 10 µM. AID 708, 2007. 65,000 tested, under 10 active. compound absorbance at 340 nm, fold over control;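 active = at 10 µM dose, initial 340 nm absorbance at least 2 fold that of control wells; inactive = change under 2 fold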;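 note: initial absorbance extrapolated from kinetic A340 decline of NADH oxidation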
# JNK3 inh – JNK3 kinase activity inhibitors, primary screen, biochemical, human, purified enzyme | Mitogen-activated protein kinase 10 (Homo sapiens), P53779 | actives 0.61% (n = 60,000) | HTS | inhibition, % at 8 µM; in the data active = inhibition above about 17%;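 note: 0% = DMSO and 100% = reference inhibitor; many of its hits are not listed in these tables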
# Target sequence (P53779 whole entry, looked up): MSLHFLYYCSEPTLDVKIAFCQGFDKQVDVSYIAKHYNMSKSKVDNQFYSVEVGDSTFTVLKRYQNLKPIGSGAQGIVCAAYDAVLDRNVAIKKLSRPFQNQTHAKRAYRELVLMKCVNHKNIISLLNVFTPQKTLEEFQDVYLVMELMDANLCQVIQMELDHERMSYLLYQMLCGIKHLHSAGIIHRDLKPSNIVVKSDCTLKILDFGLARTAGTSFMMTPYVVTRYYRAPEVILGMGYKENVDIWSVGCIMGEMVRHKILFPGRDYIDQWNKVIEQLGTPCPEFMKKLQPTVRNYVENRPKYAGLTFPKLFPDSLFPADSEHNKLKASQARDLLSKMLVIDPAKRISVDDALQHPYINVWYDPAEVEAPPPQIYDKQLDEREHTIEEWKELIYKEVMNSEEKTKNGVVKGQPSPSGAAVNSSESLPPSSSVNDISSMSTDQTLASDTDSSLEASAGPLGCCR
# Starred values were filed as active, the others as inactive; i = inactive; x = not tested or not shown; [ ] = another dose, or the depositor's remark. A portion of the library (hit frequency here may not be typical).
SMILES,PKA kinase inh,HEK293 NFkB inh,NADH enzymes,Autofluor 339,Ecoli tolC,ROCK2 blocker,MMP13 inh,Abs 340nm,JNK3 inh
O=C(NCCc1ccccc1)C1CCCN(S(=O)(=O)c2cccs2)C1 (stereo unspecified),6,15,4%,1.1,6,4,-1,1,7
CCOC(=O)c1c(C)c(C(=O)NCC2CCCO2)c(C)n1CC (stereo unspecified),0,11,1%,1.1,-6,-2,0,1,0
COc1ccc(NC(=O)c2c(NC(=O)CNCc3ccco3)sc3c2CCC3)cc1,0,10,5%,1.7,10,2,4,1.1,-4
N#Cc1c(N)nc(SC2CCCCC2=O)c(C#N)c1-c1ccco1 (stereo unspecified),-14,2,5%,1.2,7,x,-6,1.1,x
Cc1cc(C)n(CC(=O)n2c3c(c4ccccc42)CCCC3)n1,3,x,4%,0.65,7,1,1,1,-11
COC(=O)c1ccc(NC2=CC(=O)CC(C)(C)C2)cc1,-5,9,13%,1.1,-15,2,6,1.2,2
CCn1ncc2c(OCc3ccc(C#N)cc3)cc(C)nc21,1,4,1%,1.1,20,6,2,1,11
Cc1cc(OCc2nc(-c3cccnc3)no2)c(C)cc1Br,14,9,5%,1.1,-2,7,0,1.1,-2
Cc1ccc(NC(=O)C2CCN(S(=O)(=O)c3cccc4nonc34)CC2)nc1,-1,8,5%,1.1,-11,0,1,0.99,0
N#CC1=C2C=Cc3ccccc3N2CCCC1=O,-1,5,5%,1.1,-1,-3,-3,1.1,0
O=C(O)c1cccc(Nc2nc(N3CCOCC3)nc(N3CCOCC3)n2)c1,3,7,2%,1.2,6,-1,4,1,-7
CC(C)=C(C#N)c1nc2ccccc2s1,12,0,4%,1,1,4,2,0.99,-2
CCOC(=O)c1ccc(CS(=O)c2ccc(Cl)cc2)o1 (stereo unspecified),12,-3,8%,1,13,0,-9,0.98,4
O=C(CN1CC(=O)Oc2ccccc21)OCC(=O)c1cccc(Br)c1,3,10,2%,1,-10,13,0,1,1
CCCCOC(=O)Cn1c(=O)c2c(nc(Br)n2Cc2ccccc2)n(C)c1=O,3,22,7%,1.1,24,1,1,1,2
CCN(CC)C(=O)C1CCCN(Cc2ccccc2F)C1 (stereo unspecified),5,13,10%,1.1,-24,2,2,1.1,6
O=C(Nc1ccc(S(=O)(=O)N2CCCC2)cc1Cl)C1=COCCO1,-4,24,7%,1.2,-19,-3,-4,1,-3
COC(=O)Nc1nc2c(s1)CCCC2,-4,13,3%,1.1,0,-6,3,1,3
CCCCOC(=O)Nc1nccs1,6,25,5%,1.1,-8,5,-2,0.99,6
COc1ccc(-n2nnnc2SCC(=O)N2C(C)CCCC2C)c(OC)c1 (stereo unspecified),2,-3,3%,1.1,17,0,-9,1.1,-3
Cc1ccc(-c2nnc(N3CCCCC3)c3ccccc23)cc1S(=O)(=O)N1CCN(C)CC1,7,16,5%,1.1,20,1,4,1.1,6
Cc1cccc(N(CC(=O)NC2CCCCC2)C(=O)c2c(C)noc2C)c1,9,24,1%,1.1,5,x,8,1,x
CC(=O)Nc1ccc(S(=O)(=O)N2CCC(c3nc4ccc(C)cc4[nH]3)CC2)cc1,8,16,1%,1.1,-6,x,8,1,x
CCc1c(C)nc2c(C#N)c[nH]n2c1=O,-8,14,0%,1.2,-11,-8,2,0.97,-8
Cc1ccc(-c2nnn(CC(=O)N(CC3CCCO3)C(C(=O)NC(C)(C)C)c3ccc(F)cc3)n2)o1 (stereo unspecified),5,24,4%,1,19,-6,2,0.99,-8
Cc1ccc(S(=O)(=O)N2CCN(C(=O)CN3CCN(C)CC3)C2)cc1,-5,7,5%,1,-2,-2,-3,1,0
COc1cccc(C2NC(=O)NC(C)=C2C(=O)Nc2ccccc2C)c1 (stereo unspecified),3,16,4%,1.1,-12,-1,1,1,-1
Cc1ccc(NC(=O)CSc2n[nH]c(-c3ccncc3)n2)cc1,11,17,6%,1.1,2,10,6,1,-1
CCOCCCNc1ncnc2c1[nH]c1ccccc12,-1,7,4%,1.7,46,12,-28,1,2
CC(NC(=O)COc1ccccc1)C1COc2ccccc2O1 (stereo unspecified),9,10,2%,1.1,5,7,2,1.1,5
Cc1nnc(NC2CCCCC2)[nH]c1=O,7,-4,2%,1,-6,10,2,1,-8
CCOC(=O)CSc1nnc(-c2ccccc2OC)o1,6,13,2%,1,-7,6,-4,1,-9
CC(C)CSc1nc(N2CCOCC2)c2c(c1C#N)CC(C)(C)SC2,4,x,3%,1.1,8,4,1,1,0
O=C(CSC1=Nc2ccccc2C2=NC(CC(=O)NC3CCCCC3)C(=O)N12)NCc1ccco1 (stereo unspecified),16,13,6%,1.7,-2,7,-8,1,3
CCOC(=O)c1c(NC(=O)CSc2nnc(-c3ccccc3)n2CC)sc(C(C)=O)c1C,7,24,3%,1,51,10,0,1.1,-1
COCCNC(=O)c1cc2sc3ccccc3c2s1,7,-17,10%,1.6,5,12,-20,1.1,-5
CCOC(=O)c1cnc(SC)nc1Nc1cccc(F)c1,4,18,3%,1.1,-1,2,1,1.1,-4
Cc1ccccc1CS(=O)(=O)c1nnc([C@H](CC(C)C)NC(=O)OC(C)(C)C)o1,2,7,8%,1.1,-1,4,-8,1,0
CC(=O)Nc1ccc2c(c1)CCCN2C(=O)c1ccccc1,1,1,11%,1.1,-12,-3,2,0.99,1
COCc1nnc(SCC(=O)NCc2ccccc2)n1-c1ccccc1,2,13,9%,1.1,-9,3,5,1,2
CC(C)COCC1CC2(CC(C)(c3csc(N)n3)OC2=O)C(=O)O1 (stereo unspecified),-5,15,0%,1.1,-1,0,1,1.1,-3
Cc1ccnc(NC(=O)C2CCN(S(=O)(=O)c3cccc4nsnc34)CC2)c1,14,-13,10%,1.1,-16,7,2,1,15
Cc1ccc(Cn2ccc(NC(=O)c3c(-c4ccccc4Cl)noc3C)n2)cc1,9,6,1%,1.1,14,x,2,1.1,x
Cn1c(=O)c2c(-c3ccccc3)n(N3CCOCC3)cc2n(C)c1=O,5,2,7%,1.3,-5,-1,-2,1,-12
CCOc1ccc(NC(=O)CN2CCN(CC(=O)Nc3ccc(F)cc3)CC2)cc1,11,-2,3%,1.1,1,4,2,0.99,2
O=S(=O)(Nc1nccs1)c1ccc(NS(=O)(=O)c2cccs2)cc1,-1,16,4%,1.1,18,2,-1,1,-2
COc1ccc(S(=O)(=O)N2CCC(C(=O)Nc3cccc(Cl)c3)CC2)cc1OC,-2,1,4%,1.1,11,5,-3,1,-3
C/C=C/C=[N+](\[O-])C(C)/C(=N/O)c1ccc(F)cc1 (stereo unspecified),10,17,7%,0.98,6,2,2,0.98,-3
COc1cccc(C2N(c3ccc(Cl)c(Cl)c3)C(=O)C3CCCN32)c1OC (stereo unspecified),9,13,7%,1.1,-18,7,3,1,3
COC(=O)/C(=C1/Oc2cc(C)oc(=O)c2S1)C(F)(F)F,7,x,0%,1.1,2,6,6,1,-6
N#C[C@@H]1[C@@H]2C(=O)N(c3ccc4c(c3)OCCO4)C(=O)[C@@H]2C2c3ccccc3C=CN21 (stereo partly specified),1,18,2%,1.1,7,-2,-2,1,-3
CN(C)Cc1ccc(O)c(CCc2ccccc2)n1,2,4,7%,1.1,-2,1,0,0.95,-2
Cc1ccc(-c2cn3cccnc3n2)cc1NC(=O)c1ccc(Br)o1,-1,15,4%[fluoresces],3.5*,-4,x,i[fluorescence artefact?],1,x
CCC(C)C(NC(=O)OC(C)(C)C)C(=O)NC(CC(C)C)C(N)=O (stereo unspecified),7,3,2%,1,-6,3,1,0.98,1
COc1ccc(C2C(C(N)=O)=C(C)Nc3nc(-c4ccccc4)nn32)cc1OC (stereo unspecified),4,6,0%,0.98,-4,-2,-2,1,-6
Cc1c(C(=O)N2CCN(c3ccccn3)CC2)oc2ccccc12,-1,9,0%,1.1,23,4,-1,1.1,0
CC(C)COP(=O)(c1ccc(N(C)C)cc1)C(O)c1ccccc1F (stereo unspecified),6,23,1%,1.1,9,5,2,1.1,0
CCCn1c(NC(=O)C2COc3ccccc3O2)nc2ccccc21 (stereo unspecified),5,7,2%,1,2,0,0,0.98,-2
CN1CCN(S(=O)(=O)c2ccc(NC(=O)Cc3cccs3)cc2)CC1,6,15,2%,1.1,-5,6,5,1,0
COc1ccc(CCNC(=O)CN(c2ccccc2OC)S(C)(=O)=O)cc1OC,6,3,11%,1.1,11,6,2,1,0

# 4 compounds from above, arranged by SMILES length, highest first.
SMILES,PKA kinase inh,HEK293 NFkB inh,NADH enzymes,Autofluor 339,Ecoli tolC,ROCK2 blocker,MMP13 inh,Abs 340nm,JNK3 inh
CC(C)COP(=O)(c1ccc(N(C)C)cc1)C(O)c1ccccc1F (stereo unspecified),6,23,1%,1.1,9,5,2,1.1,0
COC(=O)/C(=C1/Oc2cc(C)oc(=O)c2S1)C(F)(F)F,7,x,0%,1.1,2,6,6,1,-6
CCN(CC)C(=O)C1CCCN(Cc2ccccc2F)C1 (stereo unspecified),5,13,10%,1.1,-24,2,2,1.1,6
CC(C)=C(C#N)c1nc2ccccc2s1,12,0,4%,1,1,4,2,0.99,-2

# New compounds follow:
SMILES,PKA kinase inh,HEK293 NFkB inh,NADH enzymes,Autofluor 339,Ecoli tolC,ROCK2 blocker,MMP13 inh,Abs 340nm,JNK3 inh
CS(=O)(=O)Nc1ccc(-c2n[nH]c(=S)n2-c2ccccc2)cc1,10,15,13%,1.8,15,7,-2,1,0
O=C1C2(c3ccccc3)CN(CCCO)CC1(c1ccccc1)CN(CCCO)C2,6,3,6%,1,-11,8,-4,1,-1
Cc1nnc2n(C3CCCCC3)c(=O)c3c4c(sc3n12)CCC4,13,18,6%,1.1,-7,7,3,0.99,2
CCCC(=O)N(c1ccc2oc(=O)sc2c1)S(=O)(=O)c1cccs1,-2,11,6%,1,9,1,-1,0.99,-7
COc1nc(NCc2cccnc2)nc(OC)n1,-2,5,4%,1.1,-5,0,0,1,-2
O=C(C1CCN(c2ccc(N3CCOCC3)nn2)CC1)N1CCN(c2ccc(F)cc2)CC1,3,16,8%[fluoresces],4.8*,-4,-1,-27,1,8
CC1CCCCC1NC(=O)CSc1nnc(-c2ccccc2)n1N (stereo unspecified),6,23,3%,1,3,x,1,1,x
COC(=O)C1=[N+]([O-])OC(C(=O)OC)C1c1c[nH]c2ccccc12 (stereo unspecified),8,4,9%,1,-20,4,3,1,3
COc1cccc(NC(=O)c2oc3ccccc3c2NC(C)=O)c1,8,-20,7%,1.1,-21,8,5,1.1,-6
Cc1ccc2[nH]c(=O)c(CN(Cc3ccccc3)Cc3nnnn3C3CCCC3)cc2c1,12,10,8%,1.2,22,7,-7,1,1
Cn1nnc(NC(=O)CSc2ncn[nH]2)n1,10,5,7%,1.1,-15,x,1,1,x

# Screening data deposited in PubChem by several laboratories.
